# Bioassay records as filed in PubChem.
# DT40 TDP1 CPT: growth inhibition of DT40 Tdp1-/-;hTDP1 cells with camptothecin (screen for TDP1 inhibitors). chicken DT40 Tdp1-/-;hTDP1 cells + 20 nM CPT, ATP luminescence, 48 h. Potency, µM (top dose mostly 46.2 µM), inactives show at the top dose activity change, negative = growth inhibition, hits mostly inhibitors. 12% of 420,000 active; further: nearly all actives have a fitted effect of over 55% in size
#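 Chicken DT40 Tdp1-/- cells stably complemented with human TDP1 were seeded at 400 cells/well in medium containing 20 nM camptothecin, exposed to pin-transferred compounds, and grown at 37 °C for at least 48 hr. Viability was read as ATP luminescence.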
# KAT2A inh: GCN5L2 (KAT2A) acetyltransferase inhibition. Q92830. 0.21% of 390,000 active. Potency, µM (highest dose often 58.9 µM), for the others: at the top dose activity change, negative = inhibition, usual class: inhibitors. GCN5L2 HAT assay, ThioGlo1 CoA-SH fluorescence. AID 504327
# Target sequence (Q92830 whole entry, looked up): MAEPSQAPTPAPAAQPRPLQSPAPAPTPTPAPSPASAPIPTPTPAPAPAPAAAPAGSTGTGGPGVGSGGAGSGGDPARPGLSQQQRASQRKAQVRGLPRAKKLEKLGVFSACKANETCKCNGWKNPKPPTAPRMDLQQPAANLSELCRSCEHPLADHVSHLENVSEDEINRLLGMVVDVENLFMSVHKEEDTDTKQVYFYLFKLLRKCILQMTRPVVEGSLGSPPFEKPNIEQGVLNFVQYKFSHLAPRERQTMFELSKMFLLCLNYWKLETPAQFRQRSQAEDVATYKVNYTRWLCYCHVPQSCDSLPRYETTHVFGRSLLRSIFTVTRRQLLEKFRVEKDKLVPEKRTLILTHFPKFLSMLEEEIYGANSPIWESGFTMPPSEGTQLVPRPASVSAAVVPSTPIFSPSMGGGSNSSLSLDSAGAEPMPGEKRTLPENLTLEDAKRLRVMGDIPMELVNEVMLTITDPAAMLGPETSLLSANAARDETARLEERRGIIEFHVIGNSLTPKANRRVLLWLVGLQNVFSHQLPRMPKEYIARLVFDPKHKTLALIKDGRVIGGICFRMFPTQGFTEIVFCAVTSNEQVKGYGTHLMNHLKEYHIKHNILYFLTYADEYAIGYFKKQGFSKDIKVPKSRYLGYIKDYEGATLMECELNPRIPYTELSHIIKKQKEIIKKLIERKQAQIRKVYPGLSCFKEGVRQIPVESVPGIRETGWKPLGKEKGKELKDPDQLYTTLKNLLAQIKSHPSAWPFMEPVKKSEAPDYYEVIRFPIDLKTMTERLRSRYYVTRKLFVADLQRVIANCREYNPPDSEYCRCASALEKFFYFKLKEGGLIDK
#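 Compounds, pin-transferred from DMSO stocks, meet 20nM GCN5L2 for 15 min before the reaction begins with H3(1-25) peptide (75uM) and acetyl-CoA (70uM). Thiol-reactive ThioGlo1 reports CoA release over 20 min at room temperature.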
# FEN1 inhibitor: inhibitors of human flap endonuclease 1. P39748. Recombinant FEN1 flap cleavage, fluorescence, 15 min. Potency, µM (highest dose often 114 µM), inactives show top-dose activity change, negative = inhibition, most hits filed as inhibitors. 0.35% of 390,000 active; further: nearly all actives have a fitted effect of over 65% in size
#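 Reaction started by adding substrate (50 nM final) to 10 nM enzyme after 15 min room-temperature compound preincubation. Reads at 0 and 15 min, with data normalized and fitted to a four-parameter Hill equation.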
# Starred values were filed as active, the others as inactive; ? = inconclusive; · = not tested or not shown; & = joins results of further samples; [ ] = another dose, or the depositor's remark. The call rests on the fitted dose curve; in most records, active means well fitted curve in the direction sought with a large enough effect; inconclusive means small, poorly fitted or top-dose-only effect, or another doubt; inactive means no such curve, though single readings can be large; an effect the other way counts as inactive or inconclusive. On the % scale 0 is the no-effect control and ±100 the full control effect; potency means the concentration at half of the fitted maximal effect. A portion of the library; rates above refer to the full screens.
SMILES,DT40 TDP1 CPT,KAT2A inh,FEN1 inhibitor
O=C(Cn1c(CN2CCCCC2)nc2ccccc2c1=O)Nc1ccccc1,?,0.3%,-12.0%
Cc1c(NC(=O)c2ccc(Cl)c([N+](=O)[O-])c2)cccc1-n1cnnn1,?,-2.7%,-16.9%
O=C(CN1CCN(c2ccc(O)cc2)CC1)Nc1ccc(SC(F)F)cc1,?,-2.4%,-2.9%
CSc1ccc(/C=C/C(=O)N2CCN(c3ccccn3)CC2)cc1,-21.8%,?,-6.3%
Cc1cccc2nc(-c3cccnc3)c(Nc3ccc(C(C)C)cc3)n12,?,-0.2%,-1.7%
Nc1ccc2nc(-c3cccnc3)[nH]c2c1,-0.9%,-1.3%,?
O=C(C1CCN(S(=O)(=O)c2cnc[nH]2)CC1)N1CCn2c1nc1ccccc12,-16.5%,-2.3%,-15.5%
CCC(CC)c1nnc(NC(=O)c2cc(-c3ccccc3)nc3ccccc23)s1,7.5%,0.4%,-2.9%
Cc1nc2ccccc2n1CCc1nc2c3ccccc3nc(=S)n2[nH]1,-12.6%,-9.8%,-4.5%
CSc1ccc(CN(C)CC(=O)NC(=O)NC(C)(C)C)cc1,-20.9%,2.9%,-1.3%
CCOc1cc(CNC(C)(C)CO)cc(Br)c1OCc1ccc(Cl)cc1Cl,20.6µM*,-5.7%,-23.7%
CC(C)Cn1c(/C=C/c2ccccc2)nc2ccccc21,?,-9.1%,-24.9%
COc1ccc(NC(=O)CSc2nc(C)cc(C(F)(F)F)n2)cc1,-18.7%,-8.7%,-5.7%
Cc1cc(C(=O)CCC(=O)NCC(=O)Nc2c(C)cccc2C)c(C)s1,?,0.0%,14.5%
c1ccc(C2CC(c3cccs3)Nc3nnnn32)cc1 (stereo not given),-1.3%,-9.2%,5.8%
COc1cc(CC(=O)NNC(=O)c2cccs2)cc(OC)c1OC,9.9%,0.8%,-0.7%
C=CCn1c(=O)c2ccccc2n2c(SCC(=O)c3ccccc3)nnc12,?,-13.8%,4.8%
CCc1ccc(CNCc2cccs2)cc1,-0.8%,-2.4%,-9.6%
CCOC(=O)CNc1nc(Oc2ccc(=O)n(C)n2)nc(N(CC)CC)n1,?,-2.6%&-5.2%,-6.9%&-3.8%
CCOc1ccccc1C1CC(=O)Nc2cc3c(cc21)OCO3 (stereo not given),-29.6%,-0.7%,-4.4%
O=C(CNC(=O)c1ccc(S(=O)(=O)N2CCCC2)cc1)N/N=C/c1ccccc1Cl,?,-4.1%,-7.1%
Cc1c(N=C/C=C/c2ccccc2)cnn1C,?,-13.3%,4.4%
O=C(Nc1cccc(Cl)c1)c1cc(-c2ccc3c(c2)OCO3)on1,-28.9%,-5.2%,-3.2%
CN1C(=O)Cc2cc(S(=O)(=O)CCC(=O)Nc3ccc(Cl)c(C(F)(F)F)c3)ccc21,23.1µM*,-11.9%,0.0%
COC(=O)C(C)Sc1nc2c(c(-c3ccc(OC)cc3)c1C#N)-c1ccccc1C2=O (stereo not given),-16.3%,·,2.8%
OCC[C@@H]1C[C@H](O)[C@@H](O)[C@@]2(CCc3ccccc3O2)O1,5.9%,5.0%,-8.0%
O=C(CC1C[C@H](C(=O)N2CCOCC2)[C@@]2(CCC3CCCC3)c3[nH]c4ccccc4c3CCN2C1=O)NCc1cccc(C(F)(F)F)c1 (stereo not given in full),23.1µM*,·,-0.2%
O=S(=O)(NCCC1=CCCCC1)c1ccc(F)cc1,-25.3%,-24.0%,-6.6%
COC(=S)N/C(=N\S(=O)(=O)c1ccc(Cl)cc1)c1ccccc1,-10.2%,-8.1%,-1.1%
NS(=O)(=O)c1cc(C(=O)OCC(=O)N2CCc3ccccc3C2)ccc1Cl,-17.5%,-0.1%,13.8%
CCCC(=O)N1CCN(c2ccc(NC(=O)c3ccccc3)cc2)CC1,?,-1.2%,10.4%
CC(=O)N1CCN(C(=S)c2ccc([N+](=O)[O-])cc2)CC1,-16.3%,-12.1%,-1.1%
CC1=C(C(=O)Nc2cccnc2)C(c2ccc(C)cc2)n2nc(SCc3ccccc3F)nc2N1 (stereo not given),-3.4%,-7.3%,19.4%
CCN1C(=O)c2cccc3c(S(=O)(=O)N4CCCC4C(=O)O)ccc1c23 (stereo not given),2.6%,-9.6%,-0.2%
Cc1ccccc1Cn1c2ccccc2c2cnn(CC(=O)NC3CCCCCC3)c(=O)c21,11.6µM*,2.1%,0.4%
CC(C)(C)OC(=O)N1CCC(Cc2cc(-c3ccc(Cl)cc3)no2)(C(=O)O)CC1,0.1%,-3.1%,12.0%
COc1ccc(NC(=O)CN(C)C(=O)c2cc(-c3ccc(OC)cc3)nc3ccccc23)cc1,?,-10.9%,-4.2%
CC(C)CNS(=O)(=O)c1cc2c3c(c1)CCC(=O)N3CCC2,-2.8%,-17.1%,20.2%
COc1cccc(CNC(=O)c2ccc(C(=O)NCc3cccc(OC)c3)cc2)c1,7.5%,-3.5%,-5.9%
Cc1nn(-c2ccc(F)cc2F)c2c1-c1nc(N3CCCC3)ncc1CC2,?,-9.5%,12.0%
CC1CCc2c(C(=O)N3CCN(S(=O)(=O)c4cccs4)CC3)csc2C1 (stereo not given),-11.5%,-5.4%,9.6%
CCCCN(C(=O)CC1OC(=O)c2ccccc21)c1c(N)n(CCCC)c(=O)[nH]c1=O (stereo not given),-10.5%,-1.7%,5.7%
Cc1ccc(C)c(NC(=O)CN(C)C(=O)[C@@H](NC(=O)c2ccc(C(C)(C)C)cc2)C(C)C)c1,23.1µM*,84.7%[activator],3.7%
COc1cccc(N(CC(=O)NC(C)(C)C)C(=O)C2CSC(=O)C2)c1 (stereo not given),-22.4%,-5.7%,-4.3%
CCC(=O)N(CC)C1=C(O)c2ccccc2C(=O)C1=O,4.61µM*,9.8%,10.0%

# Full records, looked up by structure. Values in the order: DT40 TDP1 CPT	KAT2A inh	FEN1 inhibitor
# COc1cccc(N(CC(=O)NC(C)(C)C)C(=O)C2CSC(=O)C2)c1 (stereo not given) as listed: -22.4%	-5.7%	-4.3%
# CC(C)CNS(=O)(=O)c1cc2c3c(c1)CCC(=O)N3CCC2 as listed: -2.8%	-17.1%	20.2%
# COc1cccc(CNC(=O)c2ccc(C(=O)NCc3cccc(OC)c3)cc2)c1 as listed: 7.5%	-3.5%	-5.9%
# CC1CCc2c(C(=O)N3CCN(S(=O)(=O)c4cccs4)CC3)csc2C1 (stereo not given) as listed: -11.5%	-5.4%	9.6%
# CCCCN(C(=O)CC1OC(=O)c2ccccc21)c1c(N)n(CCCC)c(=O)[nH]c1=O (stereo not given) as listed: -10.5%	-1.7%	5.7%

# Further records:
SMILES,DT40 TDP1 CPT,KAT2A inh,FEN1 inhibitor
Cc1cccc(OC(C)C(=O)Nc2ncn[nH]2)c1 (stereo not given),6.6%,0.7%,14.0%
Cc1ccc(-n2nc3c(=O)n(CCCC(=O)NC4CCC(C)CC4)nc(C)c3c2C)cc1 (stereo not given),?,-7.2%,-21.1%
COc1ccc(NC(=O)c2cc(C)cc(C)c2)cc1[N+](=O)[O-],?,-7.7%,0.7%
Cc1nc2ccccc2c(=O)n1NC(=O)c1ccc(Cl)c([N+](=O)[O-])c1,-1.6%,2.3%,-3.0%
O=C1CCCCN1CCC(=O)N1CCCC(Nc2ccccc2)C1 (stereo not given),2.4%,-7.3%,-18.9%
CCOC(=O)c1ccccc1NC(=O)c1cn(-c2ccc(C)c(C)c2)c(=O)c2ccccc12,20.6µM*,-5.0%,-14.7%
Cc1oc(C(=O)O)cc1COc1cccc2ccccc12,1.3%,-1.4%,-0.2%
Cc1cc(C(F)F)nn1CC(=O)NCc1ccco1,-13.5%,1.1%,0.0%
NC(=O)c1sc2nc3c(c(-c4cccs4)c2c1N)CCCCC3,?,-4.0%,6.1%
Cn1c(=O)c(-c2ccccc2)nn2c3ccccc3nc12,?,-5.7%,-9.0%
CN(C)CCCN(Cc1ccccc1)C(=S)NCc1ccccc1,-24.5%,-6.0%,8.6%
COc1ccc(NC(=O)CSc2nc(-c3ccccc3)nc3c2Cc2c(CO)cnc(C)c2O3)cc1Cl,7.1%,1.6%,-5.6%
CN(C)CCNC(=S)Nc1ccc(Br)cc1,19.5%,-0.5%,-1.8%
Cc1cccn2c(=O)c(C(=O)NCCc3ccc(Cl)cc3)cnc12,-17.1%,8.1%,9.0%
c1ccc(SCCOCCN2CCc3ccccc3C2)cc1,?,-1.0%,-6.5%
CCN(CC(=O)N1CCOCC1)S(=O)(=O)c1ccc(F)cc1,5.7%,1.0%,1.3%
COc1cccc(C(=O)Nc2ccccc2-c2nnc(-c3ccc(C(C)(C)C)cc3)o2)c1,?,0.7%,20.7%
CN(C)S(=O)(=O)c1cccc(C(=O)C2=C3SC=C(c4ccccc4)N3CC2)c1,?,-5.3%,4.9%
CSc1ccccc1NC(=O)C1CC(c2c(F)cccc2Cl)=NO1 (stereo not given),?,-8.7%,-7.4%
Cc1ccc(C(=O)N/C(=C\c2ccc(Cl)cc2)C(=O)NCCN2CCOCC2)cc1,2.6%,-10.0%,3.9%
O=C(N/N=C\c1ccc(CNS(=O)(=O)c2ccc(Cl)cc2)o1)C(=O)Nc1ccc(Oc2ccccc2)cc1,2.91µM*,0.5%,0.4%
CCC(C)(c1ccc(C=O)s1)c1ccc(C=O)s1,?,-2.6%,5.2%
CCC1=C(OC(=O)N(CC)CC)N2C(=O)OC(=NCC3CC3)[C@]2(C)[C@H]2C1=CC[C@H]1C(=O)N(CC)C(=O)[C@H]12,-5.8%,-13.2%,-1.4%
COc1ccc(S(=O)CC(=O)Nc2ccccc2Cl)cc1 (stereo not given),9.1%,-2.3%,0.9%
O=C1N[C@@H](Cc2ccccc2)C(=O)N1CCN1CCOCC1,-6.8%,0.3%,0.6%
CCC12CC3CC(C1)CC(C(=O)NNC(N)=O)(C3)C2,1.5%,-4.7%,-5.1%
C=CCn1c(SCC(=O)c2cc(C)n(Cc3cccs3)c2C)nnc1-c1ccncc1,?,-25.6%,-0.2%
COc1cc(NC(=O)C(Cc2ccccc2)NS(=O)(=O)c2cccs2)cc(OC)c1 (stereo not given),23.1µM*,2.0%,-0.1%
O=C1Nc2ccc([N+](=O)[O-])cc2C1(O)N1CCCCCC1 (stereo not given),-2.9%,-11.6%,-1.2%
NC(=O)c1ccc[n+](CC(=O)NCc2ccc(Cl)cc2)c1,11.1%,-7.0%,6.3%
CCc1ccc2nc(N(Cc3cccnc3)C(=O)c3cccs3)sc2c1,?,2.4%,11.5%
N#C/C(=C(/O)c1ccc(C(=O)c2ccccc2)cc1)c1nc2ccccc2[nH]1,2.3%,-6.3%,3.6%
O=c1c(CCc2ccccc2)nc2cncnc2n1Cc1ccccc1,?,-14.3%,·
CCCc1cc(C(=O)Cc2ccccn2)c(O)cc1O,-4.2%,-14.4%,-0.7%
CN(C)c1ncc2nc(-c3cn(C)c4ccccc34)c(=O)n(C[C@H]3CCCO3)c2n1,4.3%,-5.0%,·
CC[n+]1c(/C=C/C=C/N(C(C)=O)c2ccccc2)sc2ccccc21,?,-28.7%,?
Cc1ccc(CS(=O)(=O)CCC(=O)NCCC2=CCCCC2)cc1,-10.3%,-9.6%,-3.9%
COc1ccccc1C(=O)NCCC(=O)NC(C)c1ccc(-n2ccnc2)cc1 (stereo not given),-4.2%,-2.7%,-0.3%
O=C(NCC1CCCO1)c1cccnc1Nc1ccccc1F (stereo not given),1.3%,-4.3%,-2.4%
N#C/C(=C\Nc1ccccc1SC(F)(F)F)c1nc(-c2ccccc2)cs1,0.9%,-0.2%,-13.4%
Cc1sc2ncnc(N3CCCCC3)c2c1C,?,0.7%,3.1%
Cc1nc2ccccc2n1CC(=O)NCc1ccccc1,9.2µM*,3.0%,-5.2%
CCOc1cc(/C=C/C(=O)O)ccc1OCc1ccccc1,-5.7%,-1.2%,14.2%
CC(=O)N1CCCc2cc(S(=O)(=O)N3CCCC(C(=O)Nc4cccc(Cl)c4C)C3)ccc21 (stereo not given),16.4µM*,-8.6%,-2.3%
COC(=O)C(Cc1ccccc1)NC(=O)CC(C)CC(=O)Nc1ccc(OC)cc1OC (stereo not given),-18.4%,-12.7%,7.0%
O=C(NC1CCC(O)CC1)c1cc(-c2ccco2)nc2ccccc12 (stereo not given),?,-22.7%,-23.8%
Cc1cc(C)c(NC(=O)CCCn2c(=O)oc3ccccc32)c(C)c1,-11.2%,-0.3%,-11.6%

# Part of the list above, bar-delimited:
SMILES | DT40 TDP1 CPT | KAT2A inh | FEN1 inhibitor
O=c1c(CCc2ccccc2)nc2cncnc2n1Cc1ccccc1 | ? | -14.3% | ·
CCCc1cc(C(=O)Cc2ccccn2)c(O)cc1O | -4.2% | -14.4% | -0.7%
CN(C)c1ncc2nc(-c3cn(C)c4ccccc34)c(=O)n(C[C@H]3CCCO3)c2n1 | 4.3% | -5.0% | ·
CC[n+]1c(/C=C/C=C/N(C(C)=O)c2ccccc2)sc2ccccc21 | ? | -28.7% | ?
Cc1ccc(CS(=O)(=O)CCC(=O)NCCC2=CCCCC2)cc1 | -10.3% | -9.6% | -3.9%
